B2AR arrestin: recruits beta-arrestin to the human beta2-adrenergic receptor; P07550; beta-arrestin recruitment to beta2AR, cell-based reporter; Potency, µM (series often up to 46.1 µM), for the others: top-dose activation, actives largely listed as activators; actives 0.02% (n = 330,000);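 further: potency means the concentration at half of the fitted maximal effect; 0% = DMSO controls and full agonism = EC100 isoproterenol or metaproterenol; nearly all actives have a fitted effect of over 65% in size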
Target sequence (P07550 whole entry, looked up): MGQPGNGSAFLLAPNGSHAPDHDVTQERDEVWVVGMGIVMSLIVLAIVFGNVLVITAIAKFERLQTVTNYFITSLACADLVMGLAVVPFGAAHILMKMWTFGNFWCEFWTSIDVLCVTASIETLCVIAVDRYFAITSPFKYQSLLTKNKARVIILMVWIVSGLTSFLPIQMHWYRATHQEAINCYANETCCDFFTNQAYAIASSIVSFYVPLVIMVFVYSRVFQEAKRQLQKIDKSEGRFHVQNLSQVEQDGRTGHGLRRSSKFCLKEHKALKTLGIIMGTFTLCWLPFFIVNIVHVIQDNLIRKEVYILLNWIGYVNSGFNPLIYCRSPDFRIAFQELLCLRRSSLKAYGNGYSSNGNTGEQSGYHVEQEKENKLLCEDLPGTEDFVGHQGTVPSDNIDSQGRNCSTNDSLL
TSHR antagonist: blocks TSH signaling through the human TSH receptor | P16473 | TSHR-expressing cells, TSH-stimulated cAMP HTRF, 2 h; hits give low values | activity change, negative = inhibition, % at 11.5 µM | actives 0.2% (n = 330,000);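 active means activity change below a set negative limit, meaning inhibition stronger than a set level, cut at about -70% in these data; inconclusive means activity change between two set negative limits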; further: on the % scale 0 is the no-effect control and ±100 the full control effect
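Cell-based HTRF cAMP assay; TSHR cells + compound, TSH EC80 (4nM final), 2 h, 37 deg C. Lysis with anti-cAMP cryptate and cAMP-d2, 30 min RT, read 665/620 nm.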
Mito fusion act: mitochondrial division inhibition or fusion activation | S. cerevisiae fusion-defective mutant growth rescue, CellTiterGlo 48 h | Potency, µM (top dose mostly 46.1 µM), inactives show top-dose growth rescue (activation), hits mostly activators | actives 0.23% (n = 320,000) | AID 485298;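 further: potency means the concentration at half of the fitted maximal effect; % of control where 0% means no effect; nearly all actives have a fitted effect of over 45% in size; temperature-sensitive fusion mutants such as fzo1-1 at 37 °C on non-fermentable ethanol glycerol medium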
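Read-out: ATP-based luminescence (CellTiterGlo, 10 min ambient) reporting growth of fusion-defective ts yeast after 48 hours at 37C on glycerol/ethanol YPEG medium in the presence of compound.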
TCR act: activates T cell receptor signaling. primary human leukocytes, anti-CD3, IL-2 HTRF, 48 h. Potency, µM (series often up to 9.22 µM), inactives show top-dose activation of IL-2 secretion, most hits filed as activators. 330,000 tested, under 10 active. AID 504894; further: % of control where 0% means no effect
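48 hr co-incubation of compounds, a-CD3 beads and primary human leukocytes; IL-2 quantified homogeneously by HTRF with anti-IL-2 K and d2 conjugates.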
Tb PFK block: inhibitors of T. brucei phosphofructokinase | O15648 | T. brucei PFK, ADP-Glo luminescence | Potency, µM (top dose mostly 57.5 µM), for the others: top-dose activity, negative = inhibition, usual class: inhibitors | actives 0.17% (n = 330,000) | AID 485367;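 further: potency means the concentration at half of the fitted maximal effect; 0% = uninhibited 1x PFK enzyme wells and -100% = no-enzyme wells; nearly all actives have a fitted effect of over 60% in size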
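In TEA buffer at pH 8.0 with 5 mM MgCl2, enzyme (1.25 nM) converted F6P (0.5 mM) and ATP (0.1 mM) for 45 min at room temperature. ADP product was read by luciferase luminescence.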
PTAP TSG101 blk: blocks PTAP/TSG101 interaction to inhibit HIV-1 budding; Q99816; 340,000 tested, under 10 active; Fluorescence polarization, FITC-PTAP peptide / Tsg101 binding; Potency, µM (highest dose often 115 µM), for the others: at the top dose activity change, negative = inhibition, most hits filed as inhibitors; active means well fitted inhibition curve with a large enough effect in the main read-out, with a control signal flat, not every such curve was filed as active; inconclusive means small, poorly fitted or top-dose-only effect, or effect the other way, or a change in a side signal; inactive means no such curve, though single readings can be large or run the other way; further: potency means the concentration at half of the fitted maximal effect; % of control where 0% means no effect
Target sequence (Q99816 whole entry, looked up): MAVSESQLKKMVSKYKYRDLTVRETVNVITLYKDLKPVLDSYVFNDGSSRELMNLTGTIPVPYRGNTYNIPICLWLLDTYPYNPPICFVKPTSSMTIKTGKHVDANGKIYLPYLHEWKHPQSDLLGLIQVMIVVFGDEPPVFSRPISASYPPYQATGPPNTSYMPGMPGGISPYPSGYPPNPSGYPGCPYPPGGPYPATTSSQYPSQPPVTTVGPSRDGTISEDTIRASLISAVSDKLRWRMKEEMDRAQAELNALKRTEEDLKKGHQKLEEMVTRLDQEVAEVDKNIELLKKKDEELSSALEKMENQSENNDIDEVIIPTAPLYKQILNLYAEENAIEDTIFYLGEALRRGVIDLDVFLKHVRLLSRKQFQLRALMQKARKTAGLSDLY
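Fluorescence anisotropy tracks displacement of a FITC-tagged PTAP peptide (50 nM) from the Tsg101 binding domain (10 uM), following a 20 min room-temperature incubation at pH 7.5.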
uPA generation: cell surface uPA generation inhibition | cell surface uPA generation assay, qHTS | Potency, µM (highest dose often 38.3 µM), without a hit: top-dose activity change, negative = inhibition, usual class: inhibitors | actives 0.31% (n = 330,000); active means well fitted inhibition curve with a large enough effect; inconclusive means small, poorly fitted or top-dose-only effect; inactive means no such curve, though single readings can be large or run the other way; tested in mouse RAW 264.7 cells; further: potency means the concentration at half of the fitted maximal effect; on the % scale 0 is the no-effect control and ±100 the full control effect; nearly all actives have a fitted effect of over 55% in size
USP2a inh: inhibitors of human ubiquitin-specific protease USP2a; Potency, µM (series often up to 38.3 µM), inactives show at the highest dose activity change, negative = inhibition, most hits filed as inhibitors; actives 0.01% (n = 330,000); USP2 core, Ub-CHOP2 coupled fluorogenic reporter, 485/531; AID 463254;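 further: potency means the concentration at half of the fitted maximal effect; plate controls were DMSO wells for no effect and full inhibition by NEM control for full effect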
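USP2 core (10nM final) preincubated 30min RT with compound in 20mM Tris-HCl pH 8.0, 2mM CaCl2, 2mM beta-mercaptoethanol, 0.05% CHAPS; 25nM Ub-CHOP2 plus 25nM reporter substrate added, fluorescence (Ex485/Em531) read after 60min.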
Eya2 inh: inhibitors of human Eya2 phosphatase activity; O00167; recombinant Eya2, OMFP fluorescence dephosphorylation (OMFP is methylfluorescein phosphate); Potency, µM (top dose mostly 76.9 µM), without a hit: top-dose activity, negative = inhibition, most hits filed as inhibitors; actives 0.006% (n = 330,000); AID 488837; further: potency means the concentration at half of the fitted maximal effect; on the % scale 0 is the no-effect control and ±100 the full control effect
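Eya2 (0.2 uM) preincubated 10 min at ambient with compound, then OMFP substrate added at 50 uM; 10 min reaction in 50 mM HEPES pH 7.5, 50 mM NaCl, 5 uM MgCl2, 0.05% BSA, 1 mM DTT. Fluorescence read at Ex 485/Em 525 nm.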
BCR signal inh: inhibitors of chronic active B-cell receptor signaling. ABC-DLBCL IkBa-CBG/CBR reporter, luminescence ratio, 4 h. actives 0.05% (n = 340,000). Potency, µM (doses to about 46.1 µM), inactives show at the top dose ratio change, negative = lower green/red ratio, usual class: inhibitors. AID 493014; active means well fitted inhibition curve with a large enough effect in the signal ratio, with a control signal flat, not every such curve was filed as active; inconclusive means small, poorly fitted or top-dose-only effect, or effect the other way, or a change in a side signal; the % refers to the signal ratio;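 further: potency means the concentration at half of the fitted maximal effect; plate controls were basal doxycycline-induced cells for no effect and cells given 10 µM MG132 for full effect; MG132 reads +100%, hits lower the ratio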
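Compounds up to 46 uM were incubated four hours with TMD8 cells whose green CBG68 luciferase is fused to IkappaBalpha; red CBR luminescence normalised the signal, and concentration-effect curves were fitted to fusion, red and ratio data.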
ELG1 repair inh: ELG1-dependent DNA repair inhibition; HEK293T ELG1-luciferase reporter, luminescence, 16 h; DNA damage induced by 5-fluorouridine; Potency, µM (titrated, usually from 46.1 µM), for inactives: top-dose activity change, negative = inhibition, usual class: inhibitors; actives 2.3% (n = 330,000); AID 504467; further: potency means the concentration at half of the fitted maximal effect; on the % scale 0 is the no-effect control and ±100 the full control effect; nearly all actives have a fitted effect of over 55% in size
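DMSO vehicle served as the neutral condition. Each well held 2,000 cells given 5-fluorouridine plus compound; after 16 hr at 37 °C/5% CO2, ONE-Glo was added and luciferase measured 30 min later.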
Numbers without * were called inactive; ? = inconclusive; / = no result given; [ ] = dose if it differs, or a comment. Unless noted, the call rests on the fitted dose curve; in most records, active means well fitted curve in the direction sought with a large enough effect; inconclusive means small, poorly fitted or top-dose-only effect, or another doubt; inactive means no such curve, though single readings can be large; an effect the other way counts as inactive or inconclusive.

SMILES	B2AR arrestin	TSHR antagonist	Mito fusion act	TCR act	Tb PFK block	PTAP TSG101 blk	uPA generation	USP2a inh	Eya2 inh	BCR signal inh	ELG1 repair inh
COc1ccc(-c2nc(C#N)c(N3CCN(c4ccccc4)CC3)o2)cc1	-0.1%	2.6	-1.2%	0.5%[46.1 µM]	7.4%	-1.2%	-14.6%	7.8%	-0.7%	?	-16.8%
Cn1ccnc1SCC(=O)Nc1ccc(SC(F)F)cc1	-0.4%	-7.0	/	/	1.7%	-3.2%	?	2.4%	1.1%	0.5%	?
COc1cc(CNc2ccccc2SC)ccc1O	-0.1%	-5.7	-1.6%	/	-12.8%	/	-15.3%	-0.2%	-4.9%	1.3%	?
Cc1c(NC(=O)c2cccc(-c3cc4ccccc4oc3=O)c2)cccc1-c1nc2ncccc2o1	0.4%	-7.8	0.2%	6.8%[46.1 µM]	0.0%	2.7%	4.7%	-1.3%	5.0%	10.2%	13µM*
C=CCN=C1SC(C)(C)C(=O)N1S(=O)(=O)c1ccc(C)cc1	-0.1%	-6.8	-4.6%	-9.0%	-4.0%	-6.4%	-2.0%	-0.3%	?	4.3%	-28.9%
CCCn1c(N)c(C(=O)COC(=O)COc2ccc(Cl)c(C)c2)c(=O)n(C)c1=O	-0.1%	-16.7	3.1%	-4.2%	-8.0%	0.6%	-0.1%	0.1%	10.8%	5.1%	12.5%
CC(C)C[C@@H](CO)N1CCN(Cc2ccc([N+](=O)[O-])cc2)CCC1=O	-1.0%	-2.2	-1.0%	-12.8%	-1.5%	-4.3%	6.7%	-1.5%	1.6%	-3.5%	-2.5%
Cc1cccc(NS(=O)(=O)c2cccc(C(=O)N3CCN(C/C=C/c4ccccc4)CC3)c2)c1	0.2%	-4.9	1.7%	-2.0%	-0.5%	-6.0%	-8.1%	3.7%	1.7%	0.1%	?
CCOC(=O)c1ccc(NC(=O)CSCc2ccco2)cc1	0.2%	-0.3	0.3%	/	2.1%	/	?	2.0%	-9.9%	-1.4%	-0.9%
O=c1c2c3c(sc2ncn1Cc1ccc(F)cc1)CCC3	0.2%	13.4	0.9%	3.5%	2.4%	-8.1%	-6.6%	3.8%	-0.1%	0.0%	-12.5%
CC(C)OC(=O)CC(=O)CSc1nc2c(c(-c3cccs3)c1C#N)CCC2	0.1%	-0.7	?	-3.3%[46.1 µM]	-7.3%	1.9%	22.8%	-3.4%	2.0%	?	?
COc1cccc(NC(=O)CN2CCN(CC(=O)Nc3ccccc3Cl)CC2)c1	-0.1%	-5.2	2.1%	0.9%	1.6%	-0.3%	-2.2%	-1.1%	?	-3.4%	-15.9%
Cc1cccc(NC(=S)N/N=C/c2ccc([N+](=O)[O-])s2)c1	-1.2%	-16.2	-20.9%	-6.9%	-2.4%	-5.4%	-8.0%	0.7%	6.3%	?	?
Cc1ccc(CCN2C(=O)c3ccccc3C2C(=O)NCc2cccnc2)cc1 (stereo unspecified)	-0.2%	4.5	8.6%	-3.0%	-2.6%	-1.2%	1.0%	2.1%	-2.0%	-2.5%	-0.4%
CCCCC/C=N/NC(=O)c1[nH]c2ccc([N+](=O)[O-])cc2c1C	0.2%	-1.1	-13.9%	-5.2%	-1.7%	-1.5%	-0.8%	-0.1%	4.2%	?	-31.0%
CCN(CC(=O)Nc1ccc(OC)cc1)C(=O)CN1C(=O)NC(C)(c2ccc3ccccc3c2)C1=O (stereo unspecified)	0.3%	-1.3	-1.9%	5.3%	6.6%	-0.7%	-0.5%	2.7%	4.4%	?	-0.3%
Oc1c(Br)cccc1/C=N/Nc1c(F)c(F)c(F)c(F)c1F	-0.3%	-19.5	-3.0%	0.3%[46.1 µM]	-2.8%	-6.7%	3.2%	0.3%	1.9%	?	-8.3%
CC(=O)c1cccc(NC(=S)Nc2ccn(Cc3cccc4ccccc34)n2)c1	1.0%	-13.2	-1.8%	2.4%	1.2%	-0.8%	1.5%	-0.8%	-4.5%	-4.9%	?
Cc1ccc(S(=O)(=O)NC(=O)Nc2cc(C)no2)cc1	-0.8%	-2.9	6.5%	-8.6%	9.7%	-4.4%	-0.8%	0.2%	-9.2%	?	7.3%
Clc1ccc(OCc2nc(-c3ccccn3)n[nH]2)cc1	?	17.4	2.3%	1.8%	-1.3%	-14.2%	/	-5.6%	24.2%	?	-17.8%
O=C(COc1ccc(Cl)cc1Cl)Nc1ccc(Cl)cn1	-0.6%	-25.3	2.5%	2.7%	-0.7%	-3.9%	?	-1.0%	0.0%[15.4 µM]	-1.1%	?
C/C(=N/NC(=O)c1ccc(Br)o1)C(C)C	-0.8%	-3.8	-13.9%	0.1%[46.1 µM]	-4.2%	-1.3%	-9.3%	2.5%	4.2%	?	7.6%
COc1cccc(OCc2nnc(SC)n2C)c1	0.1%	2.3	3.1%	-1.4%	-1.5%	-3.3%	/	6.3%	-1.0%	4.3%	?
COc1ccccc1N1CCN(/N=C\C(Br)=C\c2ccccc2)CC1	1.0%	3.6	13.1%	-2.3%	1.3%	-3.9%	-11.4%	-0.6%	-1.9%	?	?
CCOc1ccccc1NC(=O)CSC1=C(C#N)C(c2ccco2)C(C(=O)Nc2nc3ccccc3s2)=C(C)N1 (stereo unspecified)	0.0%	6.8	-5.7%	4.4%[46.1 µM]	2.5%	-1.7%	9.1%	3.0%	3.9%	6.8%	1.6%

An excerpt from above, showing only USP2a inh.
compound | USP2a inh
Clc1ccc(OCc2nc(-c3ccccn3)n[nH]2)cc1 | -5.6%
O=C(COc1ccc(Cl)cc1Cl)Nc1ccc(Cl)cn1 | -1.0%

(listing goes on)
SMILES	B2AR arrestin	TSHR antagonist	Mito fusion act	TCR act	Tb PFK block	PTAP TSG101 blk	uPA generation	USP2a inh	Eya2 inh	BCR signal inh	ELG1 repair inh
CC(C)NC(=O)/C(=C/c1ccco1)c1ccccc1	0.4%	-6.9	1.4%	-5.2%	-2.7%	-10.1%	-0.5%	0.1%	-2.1%	-0.1%	-2.8%
COc1ccc(CCN2C(=O)CC(NNC(=O)c3ccc(F)cc3)C2=O)cc1OC (stereo unspecified)	-0.2%	-9.1	-10.3%	-5.7%[46.1 µM]	14.6%	0.0%	-1.2%	4.5%	-11.3%	?	0.2%
COc1ccccc1N1CCN(C(=O)CSc2nnc3c4ccccc4nc(Cc4ccccc4)n23)CC1	0.2%	4.2	-0.2%	-4.0%[46.1 µM]	-5.7%	/	/	-1.1%	-16.1%	?	9.2µM*
COc1cccc(CN(C)C(=O)c2cc(S(=O)(=O)N3CCCCCC3)ccc2OC)c1	0.0%	6.7	2.9%	-2.1%	-3.0%	-9.4%	?	?	77.2%	2.2%	-12.9%
Cc1cc(NC(=O)CCC(=O)N(Cc2ccco2)C2(C(=O)NC3CCCCC3)CCN(C)CC2)no1	-0.2%	-6.3	1.8%	-5.8%	3.7%	0.1%	0.3%	-11.0%	1.6%	-0.6%	13.0%
Cc1occc1-c1nnc(SCC(=O)NC(C)(C)C)n1CC(C)C	0.1%	-14.5	4.2%	/	-0.3%	-0.9%	1.3%	2.4%	4.1%	-1.5%	-3.4%
COc1cccc(NC(=O)CN2C(=O)CSc3ccc(S(=O)(=O)N4CCOCC4)cc32)c1	0.5%	-6.5	4.5%	-13.9%	-0.3%	-7.0%	9.4%	1.7%	-13.1%	-0.8%	-1.8%
Cc1scc(C(=O)N/N=C/c2ccc(OCC(C)C)cc2)c1C	0.2%	-11.8	-1.8%	-1.2%	-1.7%	-5.4%	-7.4%	1.1%	-13.2%	-10.3%	?
O=C(COC(=O)/C=C/c1ccco1)NCc1ccccc1	0.1%	6.0	-0.3%	2.3%	-28.2%	-3.6%	-1.7%	2.8%	-1.1%	?	-15.8%
O=C(CCCN1C(=O)/C(=C/c2cccs2)SC1=S)Nc1ccc(C(=O)O)cc1	0.5%	-1.3	-1.5%	9.8%	1.7%	3.8%	5.0%	1.8%	9.4%	?	17.5%
Cc1n[nH]c(C)c1S(=O)(=O)N1CCCCCC1	-0.1%	-0.9	-0.7%	-0.7%	0.9%	-0.8%	-6.9%	4.4%	11.0%	6.8%	-16.1%
